ABHD5-PLIN5 inh = ABHD5-PLIN5 interaction inhibitors, primary screen, cell lysate, split luciferase complementation, luminescence; Perilipin-5 (Homo sapiens) + 1-acylglycerol-3-phosphate O-acyltransferase ABHD5 (Homo …; Split G. princeps luciferase complementation, 4 h; inhibition, % at 4 µM; 0.78% of 360,000 active; AID 602281, 2012;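 active means inhibition above the mean inhibition across every tested compound plus 3 SD, cut at about 22% in these data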;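 further: 0% = DMSO only wells and the 100% control is not disclosed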
MC4R barr agon = MC4R agonists recruiting beta-arrestin, primary screen, cell-based, luminescence, agonist arm of biased-ligand search; 0.98% of 360,000 active; U2OS MC4R beta-arrestin complementation; percent of melanotan II response, DMSO zero; activation, % at 8.9 µM;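 active means activation above a per-plate cutoff, the mean activation of sample wells on that plate plus 3 SD, cut at about 8% in these data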
N-glyco inh = increase of ERlucT glycosylation luciferase signal, primary screen, N-linked glycosylation inhibitor project, D54 ERlucT cells, luminescence, set 2 | D54 ERlucT glycosylation luciferase reporter, 24 h; percent of 100 nM tunicamycin response | reporter increase, % at 12.5 µM | 0.23% of 360,000 active | AID 588692, 2011;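 active means mean luciferase reporter signal, scaled so untreated is 0 and the glycosylation-blocking control 100, at or above a set limit in every replicate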;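 further: luciferase carries N-glycosylation sites so blocking glycosylation raises the light; 0% = median of neutral control wells and 100% = median of 100 nM tunicamycin wells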
TLR9-MyD88 inh = inhibitors of TLR9-MyD88 association in cells, primary screen, cell-based, CHO, BLA complementation, fluorescence; CCF4 FRET ratio; 0.21% of 340,000 active; inhibition, % at 4.98 µM;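 active means inhibition above the mean over all tested compounds plus 3 SD, cut at about 21% in these data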;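 further: 0% = DMSO only wells and 100% = clavulanate BLA inhibitor control wells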
Target sequence (Q99836 whole entry, looked up): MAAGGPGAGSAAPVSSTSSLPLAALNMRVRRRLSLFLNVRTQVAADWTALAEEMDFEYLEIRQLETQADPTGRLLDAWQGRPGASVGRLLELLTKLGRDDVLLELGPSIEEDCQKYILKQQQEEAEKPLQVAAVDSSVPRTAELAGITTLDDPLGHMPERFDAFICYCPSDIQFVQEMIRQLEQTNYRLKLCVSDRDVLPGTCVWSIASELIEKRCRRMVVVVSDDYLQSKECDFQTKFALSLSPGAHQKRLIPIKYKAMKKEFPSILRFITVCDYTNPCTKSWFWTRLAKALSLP
Target sequence (Q9NR96 whole entry, looked up): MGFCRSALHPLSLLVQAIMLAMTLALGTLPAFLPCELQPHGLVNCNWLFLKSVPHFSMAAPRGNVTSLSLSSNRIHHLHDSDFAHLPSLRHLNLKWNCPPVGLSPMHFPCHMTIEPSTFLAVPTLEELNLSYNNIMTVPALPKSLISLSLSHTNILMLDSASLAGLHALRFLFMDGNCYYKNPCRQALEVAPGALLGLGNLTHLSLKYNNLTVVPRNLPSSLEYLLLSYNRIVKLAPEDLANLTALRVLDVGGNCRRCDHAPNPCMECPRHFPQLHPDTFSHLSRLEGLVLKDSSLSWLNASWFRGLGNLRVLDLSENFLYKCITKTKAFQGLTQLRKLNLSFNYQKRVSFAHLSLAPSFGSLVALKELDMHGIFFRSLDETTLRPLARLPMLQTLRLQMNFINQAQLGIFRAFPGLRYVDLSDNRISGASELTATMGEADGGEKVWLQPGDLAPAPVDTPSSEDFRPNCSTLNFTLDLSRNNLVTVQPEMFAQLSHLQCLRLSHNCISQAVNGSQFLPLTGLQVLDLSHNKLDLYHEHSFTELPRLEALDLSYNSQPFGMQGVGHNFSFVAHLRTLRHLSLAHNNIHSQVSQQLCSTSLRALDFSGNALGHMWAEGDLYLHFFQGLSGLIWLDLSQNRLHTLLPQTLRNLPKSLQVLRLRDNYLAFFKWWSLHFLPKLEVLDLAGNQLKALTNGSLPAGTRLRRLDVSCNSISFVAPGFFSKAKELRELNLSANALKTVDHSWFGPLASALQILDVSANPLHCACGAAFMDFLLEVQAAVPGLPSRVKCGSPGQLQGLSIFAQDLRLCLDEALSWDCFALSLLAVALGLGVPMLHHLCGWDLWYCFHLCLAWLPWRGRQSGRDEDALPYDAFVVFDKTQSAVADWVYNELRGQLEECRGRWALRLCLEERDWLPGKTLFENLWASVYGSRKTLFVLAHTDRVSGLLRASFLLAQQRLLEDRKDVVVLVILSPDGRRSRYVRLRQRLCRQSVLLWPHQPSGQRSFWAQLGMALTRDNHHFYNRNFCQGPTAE
H9c2 protect = cardioprotection against H2O2-induced cell death, primary screen, uHTS, H9c2 cells, ATPLite luminescence | H9c2 cardiomyocytes, H2O2 injury protection, 2 h | protection from H2O2 cell death, % at 20 µM | 0.63% of 360,000 active | AID 588492, 2011;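 active means compounds giving at least 50% protection of heart cells from peroxide-induced death in the single-dose screen, raw or plate-pattern-corrected value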;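 further: 0% = DMSO wells with peroxide and 100% = DMSO wells without peroxide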
NCOA2 inhibitor = inhibition of GAL4-SRC2 driven luciferase reporter, primary screen, SRC2 inhibitor project, cell-based, luminescence. AID 651957, 2012. 0.17% of 370,000 active. inhibition, % at 9 µM. HEK293 GAL4-SRC2 luciferase reporter;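 active means inhibition above the mean inhibition of all tested compounds plus 3 SD, set per campaign, cut at about 52% in these data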;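 further: 0% = DMSO treated cells and 100% = cells given Gossypol at 36 µM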
NOD2 RIPK2 PPI = NOD2-RIPK2 binding disruptors in cells, primary screen, fluorescence, CHO cells, BLA complementation; Receptor-interacting serine/threonine-protein kinase 2 (Homo sapiens), O43353; CCF4 ratio; inhibition, % at 4.98 µM; 0.38% of 360,000 active; AID 624267, 2012; in the data active means inhibition above about 21%;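 further: 0% = vehicle only and 100% = reference blocker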
HTR2A ag = mouse Htr2a agonists via beta-arrestin recruitment, primary screen, cell-based, luminescence | AID 624169, 2012 | activation, % at 7.6 µM | 5-hydroxytryptamine receptor 2A (Mus musculus), P35363 | CHO-K1 mHTR2A beta-arrestin complementation; percent of 30 µM serotonin response | 0.66% of 360,000 active;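 active means activation above a run cutoff, the mean activation of all tested compounds plus 3 SD, cut at about 14% in these data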;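 further: 0% = plate median of compound wells and 100% = 30 µM serotonin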
MC4R antagonist = MC4R antagonists of cAMP signaling, primary screen, cell-based, TR-FRET, antagonist arm of biased-ligand search; Melanocortin receptor 4 (Homo sapiens), P32245; MC4R-expressing cells, MTII-stimulated cAMP, LANCE TR-FRET; inhibition, % at 6.5 µM; 0.48% of 360,000 active; AID 540295, 2011;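 active means inhibition above its plate's cutoff, the mean of tested wells on that plate plus 3 SD, cut at about 29% in these data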;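 further: 0% = Melanotan II alone and 100% = Melanotan II plus saturating MCL0020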
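system = U2OS cells with stable human MC4R expression | also added = Melanotan II challenge after compound preincubation | dosing = one concentration, 6.5 µM nominal | incubation = compound 30 min, challenge 1 h, detection 1 h | measured by = TR-FRET with Eu-cAMP and labeled anti-cAMP, 671 nm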
ABCB6 inh 2 = ABCB6 transporter inhibitors, primary screen, K562-ABCB6 cells, flow cytometry, MLPCN library; fluorescence ratio to DMSO, % at 10 µM; AID 602162, 2011; 0.19% of 360,000 active; K562-ABCB6 porphyrin accumulation, 1 h; hits give low values; ATP-binding cassette sub-family B member 6 (Homo sapiens), Q9NP58;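 active means fluorescence ratio to DMSO below 75%, the collection mean minus 3 SD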;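 further: signal is porphyrin accumulated inside mitochondria; 100% equals median channel fluorescence of DMSO control wells; lower ratio means ABCB6 inhibition with less porphyrin fluorescence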
* hit, by the source's call; · = no result given. Only part of the results is shown; the hit share may differ from the screen's.

SMILES | ABHD5-PLIN5 inh | MC4R barr agon | N-glyco inh | TLR9-MyD88 inh | H9c2 protect | NCOA2 inhibitor | NOD2 RIPK2 PPI | HTR2A ag | MC4R antagonist | ABCB6 inh 2
CC(C)(C)N1[C@@H](CC(=O)O)c2cc(C(F)(F)F)ccc2S1(=O)=O | -9 | -1.5 | 0 | -1 | 7 | 0 | 0 | -5 | 4 | 100
Cc1ccc(C(=O)COC(=O)c2cc(Cl)nc3ccccc23)cc1C | 1 | 0.4 | -1 | 0 | -1 | 9 | -8 | 2 | 9 | 100
CCC(C(=O)NCc1ccc(F)cc1)N(Cc1ccco1)C(=O)c1snc(C(N)=O)c1N (centres undefined) | 0 | -1.7 | 2 | 8 | 1 | 2 | -3 | 0 | -1 | 99
Cc1cc(C)n(-c2ccc(C(=O)O)cc2[N+](=O)[O-])n1 | 3 | 0.8 | 1 | -3 | 3 | 1 | 4 | 2 | 26 | 107
Cc1cc(C(=O)CCC(=O)NC(C)c2ccc(S(N)(=O)=O)cc2)c(C)s1 (centres undefined) | 7 | -0.4 | -2 | 3 | 3 | -3 | -17 | 4 | -4 | 93
COc1ccc(-n2nc(C(=O)NCC(=O)NCCCN3CCC(C)CC3)c3ccccc3c2=O)cc1Cl | -1 | -0.5 | -3 | -6 | 3 | -16 | 8 | 0 | 2 | 99
Cc1cc(Br)ccc1NC(=O)CNC(=O)Cc1ccc(S(=O)(=O)N2CCOCC2)s1 | 1 | -2.5 | -1 | 2 | -2 | -33 | -8 | 4 | 16 | 92
COc1ccccc1NS(=O)(=O)c1ccc(Br)s1 | -8 | 1.8 | -1 | -4 | -7 | -60 | -7 | -5 | -1 | 106
CN1CCc2nc3sc(C(=O)NCc4ccccc4)c(N)c3cc2C1 | -3 | -3.5 | -6 | -5 | -7 | -5 | -5 | 0 | -7 | 105
CCNC(=O)C1(C)CCN(C(=O)c2ccccc2OC)C1 (centres undefined) | 2 | -1.8 | -1 | · | 0 | -14 | 4 | 2 | 2 | 97
CC(C)CCn1cnc2c1c(=O)n(C)c(=O)n2C | 0 | -1.5 | 1 | 0 | -1 | -17 | -9 | 3 | 1 | 100
Cc1nc(NCCc2ccc(Cl)cc2)c2nnn(Cc3ccccc3)c2n1 | 2 | -2.0 | 1 | -4 | 0 | -1 | -12 | 7 | -5 | 103
COc1ccc(/C=C/C(=O)OCn2c(SC)nnc(C)c2=O)cc1OC | 4 | 0.8 | 4 | 12 | 14 | -11 | 6 | 4 | -3 | 95
C=CCN1C(=O)c2ccc(C(=O)N(CC)CC(=O)Nc3c(F)cccc3F)cc2C1=O | -2 | -2.5 | 0 | -1 | 9 | -4 | -5 | -1 | 19 | 103
COc1nc(-c2ccccc2)nc(C)c1CC(=O)O | 8 | 3.0 | 1 | 6 | -2 | 13 | 3 | 6 | -2 | 99
CC(NCCC1(Cc2ccccc2Cl)CCOC(C)(C)C1)c1cccs1 (centres undefined) | -3 | -0.3 | -5 | 1 | 0 | -30 | 5 | 3 | 14 | 98
CC(=O)Nc1ccc(S(=O)(=O)Nc2nc3ccccc3nc2N2CCCCCC2)cc1 | -7 | 2.4 | 1 | -4 | -4 | 6 | -6 | 2 | 6 | 96
Cc1ccccc1NS(=O)(=O)c1cc(C(=O)Nc2cccc(N(C)S(C)(=O)=O)c2)ccc1C | 3 | -1.0 | -4 | -9 | 11 | -8 | -11 | 3 | 7 | 98
O=C(NCCc1ccccn1)c1ccc(OC2CCN(Cc3ccccn3)CC2)cc1 | -5 | -0.6 | -6 | -6 | 2 | 13 | -12 | 1 | 1 | 96
CNC(=O)C1(C)Cc2c(-c3ccc4c(c3)OCO4)ccnc2O1 (centres undefined) | 4 | -0.9 | 5 | · | 0 | -8 | -1 | 0 | 11 | 103
O=C(CCCOc1ccc(Cl)cc1Cl)NCCCn1ccnc1 | -4 | -0.5 | -1 | -6 | -2 | -12 | -10 | -6 | 15 | 97
CC1=C(C(N)=O)C(c2ccccn2)n2nc(-c3ccccc3Cl)nc2N1 (centres undefined) | 0 | 0.2 | 1 | -4 | 10 | 5 | -2 | -1 | 3 | 94
c1nc2n(n1)C1=C(CCCC1)C1(CCCCC1)N2 | -3 | -1.2 | 1 | 4 | -1 | -2 | 1 | -2 | -11 | 104
O=C(Nc1ccc(Cl)cc1)N1CCC(CO)(Cc2ccccc2)CC1 | 7 | -0.9 | 1 | -6 | -8 | 3 | -6 | -2 | 17 | 98

Fetched by structure from above:
SMILES | ABHD5-PLIN5 inh | MC4R barr agon | N-glyco inh | TLR9-MyD88 inh | H9c2 protect | NCOA2 inhibitor | NOD2 RIPK2 PPI | HTR2A ag | MC4R antagonist | ABCB6 inh 2
Cc1cc(Br)ccc1NC(=O)CNC(=O)Cc1ccc(S(=O)(=O)N2CCOCC2)s1 | 1 | -2.5 | -1 | 2 | -2 | -33 | -8 | 4 | 16 | 92
Cc1cc(C(=O)CCC(=O)NC(C)c2ccc(S(N)(=O)=O)cc2)c(C)s1 (centres undefined) | 7 | -0.4 | -2 | 3 | 3 | -3 | -17 | 4 | -4 | 93
CNC(=O)C1(C)Cc2c(-c3ccc4c(c3)OCO4)ccnc2O1 (centres undefined) | 4 | -0.9 | 5 | · | 0 | -8 | -1 | 0 | 11 | 103
CC1=C(C(N)=O)C(c2ccccn2)n2nc(-c3ccccc3Cl)nc2N1 (centres undefined) | 0 | 0.2 | 1 | -4 | 10 | 5 | -2 | -1 | 3 | 94

The listing continues:
SMILES | ABHD5-PLIN5 inh | MC4R barr agon | N-glyco inh | TLR9-MyD88 inh | H9c2 protect | NCOA2 inhibitor | NOD2 RIPK2 PPI | HTR2A ag | MC4R antagonist | ABCB6 inh 2
O=C(N/N=C/C(Br)=C/c1ccccc1)c1cccs1 | 3 | 2.2 | 4 | 10 | -10 | -54 | -3 | -3 | 4 | 106
CN(C)C(CNS(=O)(=O)c1cc([N+](=O)[O-])ccc1Cl)c1ccco1 (centres undefined) | -3 | 0.6 | 3 | -13 | 2 | 20 | -5 | 3 | -10 | 96
CCCN=C1N(C)C[C@@H]2[C@@H]3C(=O)N(Cc4ccccc4)C(=O)[C@@H]3[C@](CC)(C(=O)OC)N12 | 4 | 1.0 | 1 | 0 | 9 | -21 | 5 | 6 | 9 | 94
COC(=O)c1c(C)[nH]c(C(=O)C(C)OC(=O)C2CC(=O)N(CCc3ccccc3)C2)c1C (centres undefined) | -4 | -0.6 | 1 | 1 | 2 | 19 | -5 | -11 | 3 | 96
COc1ccc(SC[C@H](C)CN2CC[C@H](C(C)(C)C)CCC2=O)cc1 | -9 | 4.4 | -1 | 3 | 3 | 8 | 4 | -2 | 2 | 98
CC1(C(=O)N2CCOCC2)CCCCC1 | -4 | -0.9 | 1 | -10 | 4 | 22 | -4 | 4 | 19 | 101
CC1=CC(C)(C)N(C(=O)CSc2nnc(-c3ccccc3)o2)c2ccc(C)cc21 | -5 | 4.1 | -6 | -15 | -13 | 3 | 7 | -1 | 14 | 102
O=C1CCCN1CCCN1CC(C(=O)N(CCO)Cc2ccccc2)CCC1=O (centres undefined) | 4 | -2.6 | 1 | -15 | -2 | -5 | 2 | 5 | -1 | 101
O=C(CC(=O)OCc1ccccc1)OCc1ccccc1 | 0 | -0.1 | 2 | -5 | -1 | -11 | 3 | 3 | -1 | 94
Cc1cc(N/N=C/c2c(O)ccc3ccccc23)nc(-c2ccccc2O)n1 | 0 | 1.3 | -6 | -9 | 1 | 14 | -4 | 1 | 0 | 91
O=C(Nc1ccccc1)c1ccccc1OCc1ccc(S(=O)(=O)N2CCOCC2)cc1 | 0 | -0.3 | -5 | 9 | -7 | 4 | -3 | 0 | -9 | 92
O=C(Nc1ccc2c(c1)OCO2)C1Cc2c(-c3ccc(Cl)cc3)ccnc2O1 (centres undefined) | 10 | -1.4 | 5 | · | 0 | -22 | 8 | 2 | 5 | 97
O=C(O)c1ccc(NS(=O)(=O)/C=C/c2ccccc2)cc1O | 0 | -1.9 | 0 | 7 | 0 | -5 | -9 | 0 | 0 | 94
CC(=O)SC1CC(=O)N(c2c(C)cccc2C)C1=O (centres undefined) | -26 | -3.2 | 3 | 4 | 12 | 14 | -2 | 1 | -1 | 99
CCOc1cc(C)ccc1OCc1nnc(SCC(=O)c2cccc([N+](=O)[O-])c2)n1C | -3 | -3.2 | 0 | 1 | 10 | 23 | -5 | -4 | 9 | 93
CCC1Oc2ccccc2N(CC(=O)NCCCN2CCOCC2)C1=O (centres undefined) | -2 | 0.3 | 3 | 9 | 16 | 5 | -14 | 1 | -5 | 99
Cc1c(/C=N/NC(=O)c2cc(C(C)(C)C)[nH]n2)c2ccccc2n1C | -5 | -1.2 | 2 | 3 | 1 | -1 | -2 | 0 | 3 | 98
O=C(O)CNC(=O)CC1S/C(=N/N=C/c2ccccc2O)NC1=O (centres undefined) | -9 | 0.9 | 0 | 0 | 0 | 5 | -8 | -15 | 8 | 106
O=C(CSc1nccc(-c2ccc(Br)cc2)n1)NCCc1ccccc1 | 2 | 12* | -3 | 3 | -5 | -9 | 4 | -5 | 6 | 97
CC1CCCC(NC(=O)C2CCCN2S(=O)(=O)c2cccc3nsnc23)C1C (centres undefined) | -1 | -1.0 | -1 | 4 | 8 | -27 | 4 | -3 | 11 | 99
NC(=O)c1cccc(NC(=O)CCCCC(=O)Nc2cccc(C(N)=O)c2)c1 | 1 | 0.2 | 0 | -3 | 6 | -13 | -2 | 13 | -2 | 97

Three entries from above, arranged by the number in N-glyco inh, low to high.
| compound | ABHD5-PLIN5 inh | MC4R barr agon | N-glyco inh | TLR9-MyD88 inh | NCOA2 inhibitor | NOD2 RIPK2 PPI | HTR2A ag | MC4R antagonist | ABCB6 inh 2 |
| --- | --- | --- | --- | --- | --- | --- | --- | --- | --- |
| O=C(CSc1nccc(-c2ccc(Br)cc2)n1)NCCc1ccccc1 | 2 | 12* | -3 | 3 | -9 | 4 | -5 | 6 | 97 |
| CC1CCCC(NC(=O)C2CCCN2S(=O)(=O)c2cccc3nsnc23)C1C (centres undefined) | -1 | -1.0 | -1 | 4 | -27 | 4 | -3 | 11 | 99 |
| O=C(O)CNC(=O)CC1S/C(=N/N=C/c2ccccc2O)NC1=O (centres undefined) | -9 | 0.9 | 0 | 0 | 5 | -8 | -15 | 8 | 106 |

Bioassay records as filed in PubChem BioAssay.
